# AID2073 – inhibitors of Mint1-CaV2.2 protein interaction, biochemical, HTRF (AID 2073); actives 0.19% (n = 290,000); inhibition, % at 20 µM; hits with a dose series show IC50 in µM; HTRF protein-protein interaction, Mint1-CaV2.2; higher % means a stronger effect; in the data active = inhibition mostly above about 51%, no sharp cut-off; inconclusive = no clear call, values can overlap the other calls; inactive = mostly below about 53%; also: some results filed as inactive read as strong as hits
# HIV fusion peptide – cell-free HIV fusion peptide-binding blockers – biochemical, uHTS, fluorescence dequenching, primary screen (AID 1986). cell-free peptide binding, fluorescence dequenching, 30 min; higher % means a stronger effect. inhibition, % at 20 µM, or IC50 in µM where a hit was titrated. actives 0.3% (n = 290,000); in the data active = inhibition mostly above about 52%, no sharp cut-off; inactive = mostly below about 76%; also: some results filed as inactive read as strong as hits
# SIAH1 antagonists – Siah-1 peptide-binding antagonists, primary screen, biochemical, fluorescence polarization, rhodamine-plectin, uHTS (AID 1817); actives 0.02% (n = 290,000); displacement, % at 20 µM, or IC50 in µM where a hit was titrated; Siah-1 / rhodamine-plectin peptide fluorescence polarization; higher % means a stronger effect;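 active = displacement of at least 50% at 20 µM, with a fluorescence ratio check between 0.3 and a set limit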;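 also: plate controls were Siah plus tracer with DMSO for no effect and tracer alone without Siah for full effect; strong numbers were not always called active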
# GPR35 arrestin U2OS – GPR35 antagonists blocking zaprinast-driven arrestin recruitment, primary screen, imaging, U2OS, beta-arrestin-GFP, zaprinast agonist (AID 2058) | U2OS GPR35 beta-arrestin-GFP translocation imaging, zaprinast antagonism; higher % means a stronger effect | inhibition, % at 10 µM; hits with a dose series show IC50 in µM | actives 0.052% (n = 290,000);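 active = inhibition of at least 50% with at least 30 cells and total cytoplasm GFP at most 10,000,000; inconclusive = under 30 cells or total GFP of 10,000,000 plus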
# GPR55 antagonists – GPR55 antagonists blocking LPI-driven arrestin recruitment, primary screen, imaging, U2OS, beta-arrestin-GFP, LPI agonist (AID 2013); U2OS GPR55 beta-arrestin-GFP translocation imaging, LPI antagonism; higher % means a stronger effect; inhibition, % at 10 µM, or IC50 in µM where a hit was titrated; actives 0.13% (n = 290,000);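 active = spots per cell inhibited over 60%, with over 100 cells counted and total cytoplasm intensity under 500,000; inconclusive = wells with under 100 cells, flagged as likely toxic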;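 also: U2OS cells stably carrying GPR55 and arrestin-GFP stimulated by 5 µM LPI near EC80; imaged beta-arrestin-GFP aggregate spots per cell after agonist stimulation; plate controls were LPI-stimulated DMSO wells for no effect and DMSO wells without LPI for full effect; some results filed as inactive read as strong as hits; confirmed hits need IC50 under 10 µM and bright autofluorescent wells are also inconclusive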
# K1F lysis inhibition – inhibition of K1F phage lysis, E. coli UTI89, bacterial capsule biogenesis inhibitors, alamar blue (AID 488966); E. coli UTI89 K1F phage lysis, alamar blue, 2 h; higher % means a stronger effect; inhibition, % at 100 µM; hits with a dose series show IC50 in µM; actives 0.02% (n = 340,000);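 active = phage lysis inhibition, versus mean bacterial control, above a set limit; inconclusive = no clear call, values can overlap the other calls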;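 also: capsule biogenesis inhibitors block K1F phage lysis so surviving cells raise fluorescence; higher fluorescence means more inhibition of phage lysis; actives were called in the ten point dose series up to 300 µM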
# NTR1 ag – NTR1-driven beta-arrestin-GFP spot formation – imaging, U2OS cells, high content, primary screen (AID 493036) | activation, % at 20 µM | agonist mode | actives 0.17% (n = 330,000) | P30989;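 active = activation at or above 40% of the spot to cytoplasm intensity ratio, with at least 20 cells analyzed; inconclusive = wells under 20 cells, flagged as cytotoxic or low count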;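 also: 0% = DMSO without peptide and 100% = 100 nM NTR1 peptide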
# Target sequence (P30989 whole entry, looked up): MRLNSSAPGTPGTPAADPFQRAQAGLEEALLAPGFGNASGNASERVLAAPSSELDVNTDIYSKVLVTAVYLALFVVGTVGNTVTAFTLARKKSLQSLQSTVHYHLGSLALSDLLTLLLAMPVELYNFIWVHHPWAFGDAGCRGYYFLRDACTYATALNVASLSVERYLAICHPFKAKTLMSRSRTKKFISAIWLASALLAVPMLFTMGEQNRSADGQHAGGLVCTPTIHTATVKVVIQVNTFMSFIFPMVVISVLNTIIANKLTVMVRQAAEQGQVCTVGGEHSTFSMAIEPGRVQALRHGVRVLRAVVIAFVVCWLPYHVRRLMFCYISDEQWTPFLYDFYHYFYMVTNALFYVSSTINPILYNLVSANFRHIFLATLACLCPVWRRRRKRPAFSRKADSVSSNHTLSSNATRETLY
# Dengue-2 NS5 capping – flavivirus cap methylation enzyme inhibition – biochemical, confirmation dose response, primary screen (AID 588689). Dengue-2 NS5 methyltransferase capping enzyme assay, biochemical; higher % means a stronger effect. inhibition, % at 25 µM; hits with a dose series show IC50 in µM. actives 0.3% (n = 340,000); in the data active = a potency from the dose series; inconclusive = inhibition above about 29% without an active follow-up result
# GPR55 beta-arrestin – GPR55 agonists via beta-arrestin recruitment, primary screen, imaging, U2OS cells, beta-arrestin-GFP redistribution (AID 1961) | U2OS GPR55 beta-arrestin-GFP redistribution imaging; higher % means a stronger effect | activation, % at 10 µM; hits with a dose series show EC50 in µM | actives 0.048% (n = 290,000);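 active = activation above 40% with more than 50 cells counted in the well; inconclusive = wells holding fewer than 50 cells, flagged as toxic or sparse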;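 also: U2OS osteosarcoma cells stably expressing GPR55 and beta-arrestin-GFP; plate controls were DMSO negative control for no effect and LPI positive control for full effect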
# NTR1 ag cell count 20 µM – second read-out of NTR1 ag, no call of its own (marks repeat the call); cell count; measured here: cell count, cytotoxicity flag
# An asterisk follows results filed as active; ? = inconclusive; nt = no result given; [ ] = dose if it differs, or a comment.
SMILES,AID2073,HIV fusion peptide,SIAH1 antagonists,GPR35 arrestin U2OS,GPR55 antagonists,K1F lysis inhibition,NTR1 ag,NTR1 ag cell count 20 µM,Dengue-2 NS5 capping,GPR55 beta-arrestin
CC(C)OP(=O)(OC(C)C)C(Nc1ccc([N+](=O)[O-])cc1)c1cccc([N+](=O)[O-])c1 (stereo unspecified),4%,0.5%,7%,-20%,0%,0.8%,-0.5,60,-4%,0.3%
COc1ccc(/C=C/C=C2\N=C(SC)SC2=O)cc1,-2%,18%,4%,8%,2%,2.7%,-1.3,69,-1%,0.4%
Cc1ccc2nc3c(c(C(=O)O)c2c1)CCC3,-5%,0.1%,7%,20%,-3%,2.4%,0.2,60,-1%,0.1%
CCc1c(C)c2ccc(OC(C)C(=O)NC(Cc3c[nH]c4ccc(O)cc34)C(=O)O)c(C)c2oc1=O (stereo unspecified),5%,11%,-2%,0%,-8%,-5.5%,-1.2,78,0%,-0.1%
O=C(O)CCCN=Cc1c(O)c2ccccc2oc1=O,3%,-2.9%,-6%,1%,16%,nt,1.4,56,nt,1.0%
COc1ccc(C(=O)Nc2ccc(-c3nnn(CC(=O)NCc4ccco4)n3)cc2)cc1,48%,1.1%,-3%,6%,-2%,0.2%,-0.6,49,0%,-1.9%
CCc1cc2cc(C)cc(C)c2nc1SCC(=O)N1CCN(C(=O)c2ccco2)CC1,19%,-0.5%,-2%,-6%,1%,1.0%,13,65,0%,-0.3%
OC1CCN(Cc2nc(Cc3ccccc3Cl)no2)CC1,14%,-0.9%,0%,-26%,1%,0.2%,-1.1,107,0%,0.2%
CC(=O)c1c(-c2ccc(Cl)cc2Cl)noc1C,-1%,0.1%,16%,2%,-1%,-1.4%,-0.9,39,1%,0.5%
CC(C)COc1ccc(C(=O)CCN2CCCCC2)cc1,28%,3.6%,1%,2%,5%,0.4%,4.5,42,-6%,0.0%
COc1ccc(OC)c(NC(=O)NCc2cccnc2)c1,7%,-0.1%,1%,-4%,2%,0.3%,1.5,60,-3%,0.4%
Cc1ccsc1/C=N/n1cnc2sc(C)c(C)c2c1=O,-5%,-1.5%,-2%,-14%,-7%,-0.5%,0.9,42,-8%,-0.3%
O=C1CC(C(=O)Nc2ccc(C(=O)N3CCOCC3)cc2)C2(CCCCC2)O1 (stereo unspecified),5%,-2.3%,5%,4%,17%,-0.1%[50 µM],0.1,46,-3%,-0.2%
C=C(C)CSc1nc2ncccc2[nH]1,-3%,-2.6%,2%,5%,-6%,-0.2%,-0.3,57,0%,1.0%
Cc1ccc([N+](=O)[O-])cc1N(CC(=O)Nc1ccc(S(=O)(=O)Nc2cccc(C(F)(F)F)c2)cc1)S(C)(=O)=O,3%,0.1%,-2%,-15%,22%,-0.2%,26,56,-6%,-0.3%
CN(C(=O)CSc1nnc(-c2cccs2)o1)C1CCS(=O)(=O)C1 (stereo unspecified),4%,-0.5%,0%,24%,-30%,-0.2%,1.3,93,nt,-0.6%
COCCn1c(-c2ccccc2)nc2oc3ccccc3c(=O)c2c1=O,2%,0.2%,1%,-10%,3%,0.6%,0.1,68,-4%,0.2%
CC(C)OCCCNC(=O)c1cn(C)c2ccc(S(=O)(=O)N3CCCC3)cc2c1=O,14%,-0.8%,-6%,-23%,-8%,0.0%,0.8,58,0%,0.6%
Cc1cc(C)c(C)c(S(=O)(=O)NCc2ccc(C(=O)N3CCCCC3)cc2)c1C,0%,1.1%,4%,2%,6%,0.8%,0.3,48,4%,0.8%
COc1ccc(Cl)cc1NC(=S)Nc1ccccc1C,-10%,-1.6%,-1%,-9%,10%,2.4%,-0.3,99,-8%,-0.1%
O=C1C2C3C=CC(C4CC34)C2C(=O)N1/N=C/c1ccc(-c2ccc([N+](=O)[O-])cc2)o1 (stereo unspecified),26%,3.1%,-2%,0%,-14%,0.1%,4.5,99,?,-0.1%
O=C(Cn1c(C(F)(F)F)nc2ccccc21)N=Nc1c(O)[nH]c2ccc(Br)cc12,3%,-0.6%,-2%,-22%,8%,0.1%,-0.9,89,0%,0.5%
O=C(CCN1C(=O)c2ccccc2C1=O)Nc1nc2ccccc2s1,-2%,-2.7%,-3%,9%,11%,0.0%,-1.2,70,0%,-0.4%
O=C(Nc1ccccn1)C12CC3CC(C1)CC(C(=O)Nc1ccccn1)(C3)C2,4%,-1.1%,-5%,17%,11%,0.1%,-0.4,93,7%,0.1%
COc1ccc(C(=O)NC2CCN(C(=S)Nc3ccccc3C)CC2)cc1,-10%,-0.8%,4%,-21%,-5%,-1.9%,3.0,38,0%,-0.1%
CC1CCc2sc(C(=O)NCc3ccc(F)cc3)cc2C1 (stereo unspecified),-1%,0.6%,-1%,8%,4%,8.2%,-3.1,92,-6%,-0.1%
COc1cc(-n2c(=O)c3ccccc3n(CC(=O)OCc3ccccc3)c2=O)cc(OC)c1OC,50%,2.8%,0%,11%,2%,0.2%,0.4,59,-2%,0.5%
O=C(CNC(=O)c1cccc(F)c1)OCC(=O)N1CCN(C(=O)c2ccco2)CC1,-7%,-0.8%,-3%,1%,-1%,0.1%,-0.2,77,-4%,-0.1%
CCOC(=O)C1CCCN(S(=O)(=O)c2c(C(=O)N3CCCCC3)c(C)n(C)c2C)C1 (stereo unspecified),-10%,-1.6%,-1%,-2%,4%,-0.2%,-1.0,55,-15%,0.6%
O=C(NCCN1CCOCC1)c1cc(-c2cccs2)on1,8%,1.3%,8%,-18%,1%,-1.0%,-0.1,68,-3%,0.7%

# Overlap with the part before: 5 compounds, followed by the next part.
SMILES,AID2073,HIV fusion peptide,SIAH1 antagonists,GPR35 arrestin U2OS,GPR55 antagonists,K1F lysis inhibition,NTR1 ag,NTR1 ag cell count 20 µM,Dengue-2 NS5 capping,GPR55 beta-arrestin
CC1CCc2sc(C(=O)NCc3ccc(F)cc3)cc2C1 (stereo unspecified),-1%,0.6%,-1%,8%,4%,8.2%,-3.1,92,-6%,-0.1%
COc1cc(-n2c(=O)c3ccccc3n(CC(=O)OCc3ccccc3)c2=O)cc(OC)c1OC,50%,2.8%,0%,11%,2%,0.2%,0.4,59,-2%,0.5%
O=C(CNC(=O)c1cccc(F)c1)OCC(=O)N1CCN(C(=O)c2ccco2)CC1,-7%,-0.8%,-3%,1%,-1%,0.1%,-0.2,77,-4%,-0.1%
CCOC(=O)C1CCCN(S(=O)(=O)c2c(C(=O)N3CCCCC3)c(C)n(C)c2C)C1 (stereo unspecified),-10%,-1.6%,-1%,-2%,4%,-0.2%,-1.0,55,-15%,0.6%
O=C(NCCN1CCOCC1)c1cc(-c2cccs2)on1,8%,1.3%,8%,-18%,1%,-1.0%,-0.1,68,-3%,0.7%
N#CC1=C(N)SC(N)=C(C#N)C1CCC1CCCCC1,24%,40%,7%,0%,10%,nt,1.4,44,nt,-0.1%
CCOc1ccc(C(=O)OCC(=O)N2CCCC2)cc1,-4%,0.9%,1%,-15%,-3%,0.2%,-0.5,42,-3%,-0.1%
Cc1ccc(S(=O)(=O)NCC(=O)N(CC(=O)NCC2CCCO2)Cc2ccccc2Cl)cc1 (stereo unspecified),5%,-1.5%,-1%,-2%,-2%,0.0%,-0.1,40,-7%,0.2%
O=C(CNC(=O)c1ccc(Br)o1)NCC1CCCO1 (stereo unspecified),5%,-0.8%,4%,-2%,7%,1.8%[50 µM],-1.3,49,2%,0.0%
Cc1cccc(-n2c(SCC(=O)N3CC(=O)Nc4ccccc43)nc3ccccc3c2=O)c1C,45%,-0.1%,4%,-10%,-2%,0.7%,0.8,78,-8%,-0.1%
COc1ccc(N(C(=O)c2cccc([N+](=O)[O-])c2)S(=O)(=O)c2cccs2)cc1,16%,-1.5%,8%,-5%,-2%,-0.5%,0.0,32,-9%,-0.1%
COc1ccccc1-n1cnc2cc(C(=O)NCC3CCCO3)ccc21 (stereo unspecified),0%,-0.9%,-2%,2%,6%,0.0%,0.8,51,-10%,-0.1%
CCOc1ccc(S(=O)(=O)N2CCCCC2)cc1NC(=O)CN1C(=O)NC(CC)(c2ccccc2)C1=O (stereo unspecified),7%,-1.1%,-1%,-9%,26%,0.4%,3.0,72,-1%,-0.1%
N#CCc1nn(-c2ccccc2)c2ncnc(N)c12,3%,-0.6%,1%,-4%,-10%,2.3%[50 µM],-1.3,77,-2%,0.4%
O=C(Nc1ccc2c(c1)OCO2)c1ccc(Cl)nc1,-7%,-3.3%,0%,-5%,9%,0.1%,1.8,38,-5%,-0.1%
Cc1ccc(CN2CCSc3ccc(C(=O)NCC4CCCO4)cc32)cc1 (stereo unspecified),27%,-2.0%,0%,-7%,9%,0.0%,2.4,67,4%,0.2%
Nc1ncnc(Nc2cccc(F)c2)n1,12%,-0.8%,0%,-4%,-3%,0.0%,-0.9,52,-7%,-0.3%
C=CCn1cnc2c(c1=O)c1nc3ccccc3nc1n2/N=C/c1cccc(OC)c1,14%,-3.1%,-4%,-22%,6%,0.5%,nt,nt,-1%,-0.2%
CCCCOc1ccc(/C=c2\sc3ncnn3c2=O)cc1,-9%,3.2%,1%,4%,-1%,-1.6%,5.8,99,3%,0.3%
CC(C)CC(=O)NC(NCC1CCCO1)C(Cl)(Cl)Cl (stereo unspecified),5%,-1.9%,-3%,5%,1%,0.1%,-1.3,46,3%,-0.3%
CC(=O)c1cccc(CN2CCCC(C(=O)Nc3ccc(-c4ccco4)cc3)C2)c1 (stereo unspecified),3%,2.7%,10%,0%,12%,-0.1%[50 µM],-0.3,60,-6%,0.3%
C=CCn1c(-c2ccc(OC)c(OC)c2)cs/c1=N\c1ccccn1,-10%,-0.4%,0%,11%,2%,0.8%,0.8,50,-17%,-0.4%

# Three entries from above, arranged by the value under AID2073, largest number first.
SMILES	AID2073	HIV fusion peptide	SIAH1 antagonists	GPR35 arrestin U2OS	Dengue-2 NS5 capping
Cc1cccc(-n2c(SCC(=O)N3CC(=O)Nc4ccccc43)nc3ccccc3c2=O)c1C	45%	-0.1%	4%	-10%	-8%
Cc1ccc(S(=O)(=O)NCC(=O)N(CC(=O)NCC2CCCO2)Cc2ccccc2Cl)cc1 (stereo unspecified)	5%	-1.5%	-1%	-2%	-7%
O=C(Nc1ccc2c(c1)OCO2)c1ccc(Cl)nc1	-7%	-3.3%	0%	-5%	-5%

# High-throughput results (PubChem)
